SRC1 TRFRET art = TR-FRET artefact, counter-screen to PPARgamma/SRC-1 agonist assay. TR-FRET detection artefact counter-screen, emission ratio; active compounds read high. TR-FRET ratio at 8 µM. 0.34% of 99,000 active; in the data active = TR-FRET ratio above about 2300; note: inactives centre near 1800; reference of the scale not given here
SRC3 TRFRET art = counter-screen for PPARgamma SRC-3 recruitment agonists: TR-FRET artefact; PPARgamma/SRC-3 format; active compounds read high; TR-FRET ratio at 8 µM; 0.39% of 99,000 active; AID 1048; in the data active = TR-FRET ratio above about 2000; note: inactives centre near 1600; reference of the scale not given here
* marks the source's active call; other numbers are inactive results. The list is partial (hit frequency here may not be typical).

Preview (2 entries):
No.	compound	SRC3 TRFRET art	SRC1 TRFRET art
1	CC(C(=O)c1ccccc1)n1c(N2CCOCC2)nc2c1c(=O)n(C)c(=O)n2C (stereo unspecified)	1527	1757
2	CC1CCC(C(C)C)C(OC(=O)Cn2c(-c3ccc(F)cc3)[n+](C)c3ccccc32)C1 (stereo unspecified)	1612	1939

The list itself, previewed entries included:
No.	compound	SRC3 TRFRET art	SRC1 TRFRET art
1	CC(C(=O)c1ccccc1)n1c(N2CCOCC2)nc2c1c(=O)n(C)c(=O)n2C (stereo unspecified)	1527	1757
2	CC1CCC(C(C)C)C(OC(=O)Cn2c(-c3ccc(F)cc3)[n+](C)c3ccccc32)C1 (stereo unspecified)	1612	1939
3	Cn1ccnc1SCC(=O)Nc1cccc(S(=O)(=O)N2CCCCC2)c1	1590	1577
4	C/C(=N\OC(=O)c1ccccc1)c1c(C)nc2cc(C)ccn12	1569	1860
5	CCC(CC)=NNc1ccc([N+](=O)[O-])cc1[N+](=O)[O-]	1523	1875
6	Cc1cc(C)n2nc(SCCOc3ccccc3)nc2n1	1685	1573
7	COCCNC(=O)CCCn1c(=O)c2ccccc2n(Cc2cccc([N+](=O)[O-])c2)c1=O	1780	1970
8	CCn1nc(C)c(CN2CCCC(CO)(Cc3cccc(Cl)c3)C2)c1C (stereo unspecified)	1621	1864
9	CCCOc1ccc(NC(=O)C2CC(=O)N/C(=N/N=C(C)/C=C/c3ccc(N(C)C)cc3)S2)cc1 (stereo unspecified)	1382	1817
10	C=CCC(C(=O)OC)(C(=O)OC)c1ccc(C(F)(F)F)cc1[N+](=O)[O-]	1537	1970
11	CCN(CC)C(=S)NC(=O)c1cc(OC)c(OC)c(OC)c1	1668	1532
12	Clc1ncc(CSc2ccccc2)s1	1488	1796
13	O=C(CNC(=O)c1cccs1)N/N=C/c1ccc(O)cc1O	1637	2110
14	O=C(CSc1nc2scc(-c3ccccc3)c2c(=O)[nH]1)N1CCCCC1	1614	1855
15	S=C(Nc1ccc(Br)cc1Cl)N1CCC2(CC1)OCCO2	1701	1525
16	CS(=O)(=O)N1CCc2cc(S(=O)(=O)N3CCCCC3)ccc21	1617	1578
17	Cc1ccc(/C=C/C(=O)c2ccc(N3CCOCC3)cc2)s1	1568	1836
18	CC(C)c1ccc2[nH]c3nc(SCC(=O)N4CCOCC4)nnc3c2c1	1355	1561
19	COc1ccc(NC(=O)CC(C)c2ccccc2)c([N+](=O)[O-])c1 (stereo unspecified)	1688	2078
20	COc1ccc(N2CCN(CCNS(=O)(=O)c3cccc4nsnc34)CC2)cc1	1410	2105
21	O=c1cc(-c2ccc(Br)cc2)[nH][nH]1	1752	2041
22	CCOc1ccc(NC2=NC(C)(C)N=C(N)N2)cc1	1725	1539
23	CC(=O)c1cccc(NC(=O)Cc2cccs2)c1	1703	2238
24	O=C(N/N=C/c1cccs1)c1cc(C2CC2)nc2ccccc12	1547	1806
25	CCOC(=O)/C=C/C(=O)Nc1ccc(S(=O)(=O)Nc2c(C)cc(C)cc2C)cc1	1621	1752
26	CCOC(=O)N1CCN(C(=S)NC(=O)c2ccc(F)cc2)CC1	1422	1661
27	CCNC(=S)Nc1cc(-c2ccc(Cl)cc2)[nH]n1	1507	1583
28	Cc1ccn2c(CNCC3OCCc4ccccc43)c(C(=O)N3CCCCCC3)nc2c1 (stereo unspecified)	1679	1800
29	CCN(CC)S(=O)(=O)c1cc(C(=O)NC2CCCCC2)ccc1C	1566	1722
30	CCN(CC)S(=O)(=O)c1ccc(N2CCCCC2)c(NC(=O)/C=C/c2ccc(OC)c(OC)c2)c1	1580	1924
31	Cc1ccc(NC(=O)c2c3c(nc4ccccc24)CCC3)cc1	1619	1753
32	CCSC1=NCCN1C(=O)C(C)(C)Oc1ccc(Cl)cc1	1561	1729
33	CCOC(=O)C1CCCN(C(=O)COc2ccccc2F)C1 (stereo unspecified)	1768	1949
34	O=C(CCNC(=O)c1ccc(Br)cc1)Nc1nccs1	1550	1578
35	COc1cc(C(=O)NC2=C(C#N)CCC2)cc(OC)c1OC	1548	1903
36	O=C(CSc1nnc2ccccn12)NCc1ccco1	1604	1485
37	O=c1[nH]cnc2nn(-c3ccccc3)nc12	1686	1657
38	CC(=O)Nc1ccc(NC(=O)C2CCCN2/C=C/C(=O)C(F)(F)F)cc1 (stereo unspecified)	1477	1754
39	CCCC[n+]1c(C)sc2cc(OC)ccc21	1401	1952
40	Cc1nc2nc(SCC(=O)c3ccc([N+](=O)[O-])cc3)[nH]c2cc1Br	1732	1754
41	Cn1cc(Br)c(C(=O)NNC(=O)c2ccc(Br)cc2)n1	1546	1709
42	Cc1c(NC(=O)CCCCCN2C(=O)C3C4C=CC(C4)C3C2=O)c(=O)n(-c2ccccc2)n1C (stereo unspecified)	1655	1962
43	Cc1c(NC(=O)C(C)N(c2ccccc2)S(C)(=O)=O)c(=O)n(-c2ccccc2)n1C (stereo unspecified)	1535	1618
44	Cc1cc(C)c2nc(SC(C)C(=O)NCC(=O)Nc3ccc(F)c(F)c3F)cc(C)c2c1 (stereo unspecified)	1610	1713
45	O=C(NCc1ccccc1)Nc1cccn(Cc2c(F)cccc2Cl)c1=O	1628	1846
46	COc1ccc(OC)c(-n2c(-c3cc(-c4ccco4)[nH]n3)n[nH]c2=S)c1	1473	2183
47	COCCN(C(=S)Nc1ccc(C)cc1C)C(C)c1ccco1 (stereo unspecified)	1466	1843
48	Cc1ccc(C)n1-c1ccc(C#N)cn1	1482	1633
49	COc1ccc(-c2[nH]ncc2/C=N/NC(=O)c2cc(Br)ccc2O)c(OC)c1	1497	1653
50	COc1ccc(C(=O)OCC(=O)Nc2cc(C)c(C)cc2[N+](=O)[O-])cc1	1643	1938
51	COC(=O)c1c(C)[nH]c(O)c1C=Nc1ccc(Oc2ccccc2)cc1	1493	1538
52	CSc1ccccc1COC(=O)Nc1ccccc1C	1438	1822
53	Cc1ccccc1OCC(=O)Nc1cccc(C(=O)O)c1	1530	1363
54	COC(=O)c1sccc1NC(=O)CN1CCN(c2ccc(F)cc2)CC1	1626	1942
55	CCn1nc(C)c(CNC(=O)CC2C(=O)NCCN2CC(C)(C)C)c1C (stereo unspecified)	1610	1843
56	Cc1[nH]c2ccccc2c1/C=N/Nc1ccccn1	1761	1781

Full records as entered above. Order of screens: SRC3 TRFRET art, SRC1 TRFRET art
Listed for COc1ccc(C(=O)OCC(=O)Nc2cc(C)c(C)cc2[N+](=O)[O-])cc1 → 1643, 1938
Listed for Cc1ccccc1OCC(=O)Nc1cccc(C(=O)O)c1 → 1530, 1363
Listed for COC(=O)c1c(C)[nH]c(O)c1C=Nc1ccc(Oc2ccccc2)cc1 → 1493, 1538
Listed for Cc1[nH]c2ccccc2c1/C=N/Nc1ccccn1 → 1761, 1781

Carrying on.
No.	compound	SRC3 TRFRET art	SRC1 TRFRET art
57	Cc1cc(C)n(-c2c(F)c(F)c(CN3CCCCC3)c(F)c2F)n1	1566	1730
58	CCc1ccc(-n2c(Cc3ccccc3)n[nH]c2=S)cc1	1550	1848
59	COC(=O)Cn1c(=NC(=O)c2nc3ccccc3s2)sc2cc(S(C)(=O)=O)ccc21	1429	1549
60	CCC(=O)N1CCCc2cc(S(=O)(=O)N3CCN(c4ccccn4)CC3)ccc21	1800	1691
61	CSc1nc2nccc(-c3ccc4c(c3)OCO4)n2n1	1708	1908
62	O=C(/C=C/c1ccc(Cl)cc1Cl)N1CCN(c2ccc([N+](=O)[O-])c(N3CCOCC3)c2)CC1	1397	1686
63	CCOc1ccc(C2C3=C(CCCC3=O)Nc3nc(C(F)(F)F)nn32)cc1OC (stereo unspecified)	1664	1916
64	CN1C(C(=O)Nc2ccccn2)=C(O)c2sccc2S1(=O)=O	1765	2041
65	CCOc1ccc(N(CC(=O)NCCCOC)S(C)(=O)=O)cc1	1683	1824
66	Cc1c(NC(=S)NC(=O)COc2ccccc2)c(=O)n(-c2ccccc2)n1C	1560	1838
67	CCC(OC(=O)c1nsc(Cl)c1Cl)C(=O)NC(C)(C)CC (stereo unspecified)	1488	1550
68	Cc1cc(C)c2[nH]c(=O)c(C(c3nnnn3CC3CCCO3)N3CCC(C)CC3)cc2c1 (stereo unspecified)	1525	1670
69	CCOc1cc(/C=C2/NC(=O)NC2=O)cc([N+](=O)[O-])c1O	1250	1729
70	Cc1cc(C)nc(NS(=O)(=O)c2cccs2)c1	1529	1927
71	Cc1ccc(NC(=O)Nc2cnccn2)cc1Cl	1655	1698
72	CCCCOCCCNC(=O)c1ccccc1OCC	1421	1755
73	Cc1cc(=O)oc2ccc(OC(=O)CN3C(=O)c4cccc([N+](=O)[O-])c4C3=O)cc12	1576	2116
74	O=c1oc2ccccc2c(Nc2ccc3ncccc3c2)c1[N+](=O)[O-]	1311	1672
75	O=C(CCc1ccccc1)NNC(=O)c1cccc(F)c1	1560	1788
76	COCCn1nnnc1C(C(C)C)N1CCCC(C)C1 (stereo unspecified)	1792	1936
77	COc1cc(SC)ccc1C(=O)Nc1ccc(C)cc1	1839	1844
78	Cc1nn(C)c(Cl)c1S(=O)(=O)N[C@@H](c1ccccc1)[C@]1(C)C[C@H]1[C@@H](C)C(=O)Nc1ccc2ccccc2c1	1470	1678
79	O=C(NCC(c1ccc(F)cc1)N1CCOCC1)c1cc(F)c(F)c(F)c1F (stereo unspecified)	1674	1858
80	CC1(CCc2ccccc2)NC(=O)N(CC(=O)Nc2ccc3c(c2)OCCO3)C1=O (stereo unspecified)	1488	1687
81	CC(=O)/C(N)=N/Nc1cccc(Cl)c1	1548	1727
82	O=c1c2c(nc3cc(-c4ccccc4Cl)[nH]n13)CCS2	1677	1632
83	COC(=O)Cc1c(O)ccn(Cc2ccc3c(c2)OCO3)c1=O	1535	1727
84	CC(C(=O)N=Nc1c(O)n(C)c2ccc(Br)cc12)n1cnc2ccccc2c1=O (stereo unspecified)	1663	2019
85	CCOc1ccc2[nH]c(=O)c(C(c3nnnn3C3CCCCC3)N3CCN(C)CC3)cc2c1 (stereo unspecified)	1653	2124
86	Cc1ncc([N+](=O)[O-])n1Cc1cccc(F)c1	1572	1731
87	O=C(Nc1cc(Br)ccc1O)c1cnn2c(C(F)F)cc(C3CC3)nc12	1744	1964
88	COc1ccc(CC(=O)Nc2nc(-c3cc(OC)ccc3OC)cs2)cc1	1551	1968

Given with one line to a screen: entries from further up.
88. COc1ccc(CC(=O)Nc2nc(-c3cc(OC)ccc3OC)cs2)cc1
83. COC(=O)Cc1c(O)ccn(Cc2ccc3c(c2)OCO3)c1=O

assay / entry,88,83
SRC3 TRFRET art,1551,1535
SRC1 TRFRET art,1968,1727

(list continues)
No.	compound	SRC3 TRFRET art	SRC1 TRFRET art
89	C[C@@H](C(=O)Nc1ccc2ccccc2c1)[C@H]1C[C@]1(C)[C@H](NC(=O)OCc1ccccc1)c1ccccc1	1325	1709
90	CC(C)(C)C(=O)NC(=S)N1CCc2ccccc21	1351	1697
91	Cn1cc(Br)c(C(=O)N2CCc3ccccc32)n1	1455	1786
92	CCc1ccc(CN(C)C(=O)CCc2nc3ccccc3n(-c3ccc(OC)cc3)c2=O)cc1	1508	1778
93	Cc1sc2ncnc(Oc3ccc(-n4ccnc4)cc3)c2c1C	1441	1987
94	COc1ccc(C(CC(=O)NCc2ccccc2)Sc2n[nH]c(-c3ccc(Cl)cc3)n2)cc1 (stereo unspecified)	1587	1879
95	CC(NC(=O)c1cccc(C(F)(F)F)c1)C(c1ccccc1)N1CCOCC1 (stereo unspecified)	1451	1735
96	COc1ccc(CNC(=O)CN(Cc2cccs2)C(=O)CCC(=O)Nc2ccccn2)cc1	1480	2022
97	O=C(O)c1cccc(NC(=O)c2cn(-c3ccccc3)nc2-c2ccncc2)c1	1549	1809
98	COc1ccc(OC)c(NC(=O)CN(C)S(=O)(=O)c2ccc(Cl)cc2)c1	1715	1778
99	CS(=O)(=O)c1ccc(C(=O)OCC(=O)NC(=O)C2CCCCC2)cc1[N+](=O)[O-]	1684	2061
100	O=C(CCCNC(=O)/C(=C/c1ccc(Br)cc1)NC(=O)c1ccccc1)OCc1ccccc1	1549	1820
101	CCc1c(C)[nH]c2ccccc2c1=O	1602	1973
102	CSc1nc2c(c(=O)[nH]1)C(c1ccc(C(F)(F)F)cc1)CC(=O)N2 (stereo unspecified)	1485	1711
103	Cc1ccc(NC(=O)C2CCN(c3cnccn3)CC2)cc1	1515	2019
104	CC(C)c1ccc(/C=C/C2=NNC(=O)CC2)cc1	1576	2005
105	COc1ccc([N+](=O)[O-])cc1NC(=O)Cc1noc2ccc(C)cc12	1436	1801
106	Cc1ccc(NC(=O)COC(=O)Cc2ccsc2)cc1S(=O)(=O)N1CCOCC1	1589	1860
107	CCOc1ccc(CC2CCC(=O)NC2=O)cc1 (stereo unspecified)	1466	1796
108	COCCOC1CCN(Cc2cn(Cc3ccccc3)nc2-c2cc3ccccc3o2)CC1	1604	1754
109	COc1cccc(-n2ccnc2SCC(=O)N2CCCc3ccccc32)c1	1435	1648
110	CC(C)N1CCN(Cc2nc3c(s2)CCCC3)CC1CCO (stereo unspecified)	1448	1788
111	CCOc1ncccc1C(=O)Nc1cccc(Cl)c1Cl	1566	1909

From PubChem BioAssay
